# High-throughput results as filed in PubChem.
# ARFGAP1 inhibitor: inhibits rat ARF GTPase activating protein 1 | hit rate 0.26% among 360,000 | inhibition, % at 16.5 µM | Arfgap1-stimulated ARF1 GTP hydrolysis, GDP FP detection | Q62848;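 active = inhibition above a per-plate limit, mean inhibition of low control wells plus 3 SD, cut at about 25% in these data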;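 note: 0% = DMSO wells with enzyme and 100% = wells lacking Arfgap1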
# Target sequence (Q62848 1-136 limits assumed): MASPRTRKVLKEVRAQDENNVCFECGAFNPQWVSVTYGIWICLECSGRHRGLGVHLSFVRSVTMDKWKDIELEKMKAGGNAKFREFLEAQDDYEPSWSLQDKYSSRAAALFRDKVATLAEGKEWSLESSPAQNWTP
#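 Replicates: Single well per compound | Assay system: Truncated rat Arfgap1 GAP domain | Control set: No-Arfgap1 wells (100%) versus DMSO full-reaction wells (0%) | Times: Enzyme reaction 120 min at 25 °C after 20 min preincubation | Reagent: Human ARF1(Δ1-17)-GTP substrate | Measured by: Tracer-displacement fluorescence polarization with EDTA stop, 620/688 nm | Measure: Percent inhibition of Arfgap1-stimulated GTP hydrolysis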
# PLCb3 inh: PLC-beta3 (human) inhibition, primary screen; Q01970; Purified PLC-beta3, fluorogenic substrate, fluorescence; inhibition, % at 12.2 µM; hit rate 0.18% among 370,000; AID 720704; in the data active = inhibition above about 11%;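 note: 0% = median of compound wells on plate and 100% = full blocker control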
# Tn6 DDE FP: disrupts Tn6 cyclic peptide binding to fibrin D-Dimer-E complex. Fibrin DD(E) TRITC-Tn6 fluorescence polarization displacement. inhibition, % at 8.3 µM. hit rate 0.21% among 370,000;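 active = inhibition above a per-campaign cutoff: mean of compounds within control limits plus 3 SD, cut at about 15% in these data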;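 note: 0% = median of all compound wells on the plate and 100% = blocking peptide control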
# ADAM17 inh: inhibitors of human ADAM17. P78536. hit rate 0.83% among 370,000. inhibition, % at 6.95 µM. recombinant ADAM17, EDANS/DABCYL FRET peptide cleavage. AID 720648;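 active = inhibition above the mean of compounds lying between control limits plus 3 SD, set per campaign, cut at about 8.5% in these data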;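 note: 0% = DMSO-only wells as the low control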
# SIAE primary: inhibitors of human sialic acid acetylesterase SIAE; Q9HAT2; SIAE FP-Rh probe binding, fluorescence polarization; inhibition, % at 9.66 µM; hit rate 0.69% among 370,000; AID 1053197;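 active = inhibition above a cutoff: mean of compounds within the control limits plus 3 SD of those, cut at about 17% in these data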;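 note: 0% = plate median of compound wells and 100% = probe without SIAE protein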
# ADAM10 inh: inhibits human ADAM10; O14672; recombinant ADAM10, EDANS/DABCYL FRET peptide cleavage, 3 h; inhibition, % at 7 µM; hit rate 0.62% among 370,000; AID 720582;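 active = inhibition above a per-campaign cutoff equal to the mean of compounds falling between control-based bounds plus 3 SD, cut at about 20% in these data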;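 note: 0% = DMSO wells while the 100% control is not disclosed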
# TDP2 inh: blocks human TDP2 phosphodiesterase activity. O95551. recombinant TDP2, T5PNP hydrolysis, p-nitrophenol absorbance 415 nm. inhibition, % at 12.8 µM. hit rate 0.34% among 370,000;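 active = inhibition above the mean of all tested compounds plus 3 SD, set per campaign, cut at about 25% in these data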;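 note: 0% = DMSO with enzyme and 100% = buffer with substrate but no TDP2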
# Target sequence (O95551 whole entry, looked up): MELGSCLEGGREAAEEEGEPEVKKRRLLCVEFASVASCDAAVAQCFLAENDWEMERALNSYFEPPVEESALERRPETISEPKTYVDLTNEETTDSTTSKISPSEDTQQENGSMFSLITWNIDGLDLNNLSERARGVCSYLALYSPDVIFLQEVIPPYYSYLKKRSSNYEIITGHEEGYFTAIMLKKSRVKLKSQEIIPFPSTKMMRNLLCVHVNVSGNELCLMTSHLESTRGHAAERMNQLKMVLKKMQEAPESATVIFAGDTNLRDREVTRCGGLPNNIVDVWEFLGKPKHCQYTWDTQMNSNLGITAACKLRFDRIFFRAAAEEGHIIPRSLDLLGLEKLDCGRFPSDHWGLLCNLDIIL
#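 Material: recombinant human TDP2; quantity: TDP2 enzyme at 120 nM final; medium: Tris-HCl pH 7.5 with MgCl2; compound: single concentration, 12.8 µM nominal, with 1% DMSO; incubation: 2 h enzyme incubation at 37 °C; signal: epi absorbance; measure: percent inhibition; benchmarks: high control without enzyme, low control DMSO plus TDP2; repeats: singlicate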
# ASAP1 inh: blocks human ASAP1-stimulated Arf1 GTP hydrolysis; GDP FP detection; inhibition, % at 16.5 µM; hit rate 0.19% among 360,000; Q9ULH1; in the data active = inhibition above about 25%;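 note: 0% = vehicle with enzyme and substrate and 100% = no enzyme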
# Target sequence (Q9ULH1 325-724 limits assumed): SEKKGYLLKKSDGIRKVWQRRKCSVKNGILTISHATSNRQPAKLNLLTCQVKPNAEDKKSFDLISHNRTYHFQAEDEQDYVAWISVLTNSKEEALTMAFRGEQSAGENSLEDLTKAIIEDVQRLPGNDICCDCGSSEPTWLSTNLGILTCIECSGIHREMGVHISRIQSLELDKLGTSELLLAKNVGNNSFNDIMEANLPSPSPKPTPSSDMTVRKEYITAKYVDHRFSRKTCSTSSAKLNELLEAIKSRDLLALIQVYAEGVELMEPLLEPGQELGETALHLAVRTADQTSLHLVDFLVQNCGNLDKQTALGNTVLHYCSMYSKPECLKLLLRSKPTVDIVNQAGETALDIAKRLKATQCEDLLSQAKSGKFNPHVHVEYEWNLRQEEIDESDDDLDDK
# PLC-gamma1 inh: inhibitors of human phospholipase C gamma1 | hit rate 0.84% among 370,000 | P19174 | inhibition, % at 12.2 µM | purified PLC-gamma1, fluorogenic substrate, fluorescence | AID 720700; in the data active = inhibition above about 9.5%
# Tn7 DDE FP: DD(E)-Tn7 binding inhibition, primary FP screen; inhibition, % at 8.3 µM; P02675; FP displacement of FITC-Tn7 peptide from fibrin DD(E); 0% = median of compound wells per plate; hit rate 0.13% among 370,000;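 active = inhibition above the mean of compounds falling within the control limits plus 3 SD of them, cut at about 14% in these data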;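 note: 0% = plate median of compound wells and 100% = 10 µM Aha-Tn7 peptide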
#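 Measure: % inhibition scaled between sample-field median and high-control FP; Test system: human fibrin DD(E); Quantity: 2 µM final DD(E) protein; Doses: one dose, 8.3 µM nominal; Schedule: compound with protein 10 min, then 3 h after probe, room temperature; Detection: fluorescence polarization; Medium: Tris buffer with calcium and detergent, pH 7.8.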
# * marks the source's active call; other numbers are inactive results; i = inactive. Rows are unselected. Share with any hit: about 3.6%.
compound	ASAP1 inh	TDP2 inh	Tn7 DDE FP	ARFGAP1 inhibitor	ADAM10 inh	ADAM17 inh	PLCb3 inh	Tn6 DDE FP	PLC-gamma1 inh	SIAE primary
CNC(=S)N(CCc1c(C)[nH]c2ccc(OC)cc12)Cc1ccco1	6	17	-3	-4	2	-2	-13	5	-9	7
CN(C)C(CNC(=O)c1ccc(NC(=O)CC#N)cc1)c1ccccc1 (stereo not drawn)	-8	5	2	-1	-24	-6	-36	0	-26	2
O=C(c1ccc(F)cc1)N1CCN(C2CCC(c3ccccc3)CC2)CC1 (stereo not drawn)	1	-2	-2	-5	1	4	3	-1	5	3
CCOc1cc(/C=N\NC(=O)Cc2ccccc2)ccc1OCC(=O)Nc1ccc(C)c(C)c1	-14	4	-2	13	-7	0	2	-4	0	-2
COC(=O)c1c(F)c(F)c(N2CCOCC2)c(F)c1F	2	11	-1	-6	-1	-2	5	0	0	6
COc1ccc(C(=O)N(Cc2cccs2)C2CCS(=O)(=O)C2)cc1 (stereo not drawn)	-9	15	0	6	-1	-1	-4	1	3	7
CCC(O)CNc1nc(SC)nc2sc3c(c12)CCN(C)C3 (stereo not drawn)	7	-15	-5	5	i	i	-251	-5	-156	-4
CCOc1ccccc1NC(=O)Nc1cccc(S(N)(=O)=O)c1	3	-13	1	13	-7	-3	-4	-8	2	-5
COc1ccc(/C=N/NC(=O)c2cc(-c3ccccc3OC)nc3ccccc23)cc1COC(C)=O	5	2	2	6	6	3	-41	-8	-31	-6
COc1ccc(OC)c(C2=Nn3c(nnc3-c3cc(C)[nH]n3)SC2)c1	18	12	-3	3	-3	1	-13	-4	-4	-1
COCCNC(=O)c1ccc(N2CC3CC(C2)c2cccc(=O)n2C3)c(NC(=O)c2ccccc2Cl)c1 (stereo not drawn)	-8	-1	6	-4	-7	-5	0	0	-4	1
CCOc1ccccc1-c1nnc(SCC(=O)Nc2ccccc2)o1	-9	5	-6	2	4	0	1	4	1	-4
COc1ccccc1OCC(O)CO (stereo not drawn)	0	-3	3	0	-5	-3	3	-1	1	0
CCCc1nc2oc3ccccc3c(=O)c2c(=O)n1-c1ccccc1	-6	-2	1	-3	-4	-1	-5	6	-3	-5
COc1ccccc1CN1CCNC(=O)C1CC(=O)N(C)Cc1nc(C)cs1 (stereo not drawn)	-6	-1	5	11	-18	-4	-20	-4	-6	3
CC1(C(=O)NS(=O)(=O)c2ccccc2)CCN1C(=O)c1ccc(C2CCCCC2)cc1 (stereo not drawn)	1	-3	-3	2	-4	-4	-3	1	-4	5
C[C@H](CO)N1C[C@H](C)[C@@H](CN(C)Cc2ccc(Cl)c(Cl)c2)Oc2ccc(NC(=O)Cn3cnnn3)cc2C1=O	11	-10	4	-6	0	0	-3	-2	-3	1
C=CCNc1nc(C2(C)CC3(CC(C)OC3=O)C(=O)O2)cs1 (stereo not drawn)	-1	1	0	-2	-3	-2	2	4	1	3
O=C(NC1CCCC1)C(c1ccccn1)N(C(=O)c1csnn1)c1ccccc1F (stereo not drawn)	-12	-3	6	-7	6	-7	-2	-4	-3	-11
COc1ccc(C2Nc3ccccc3C(=O)N2c2ccccc2)cc1CN1CCOCC1 (stereo not drawn)	-6	14	-7	-9	-350	-115	-236	1	-218	-2
O=C1CCCCC1C(=O)c1cn(-c2ccc(Cl)c(Cl)c2)nn1 (stereo not drawn)	-5	-5	-4	-11	4	0	8	2	5	-8
Cc1ccccc1S(=O)(=O)Nc1ncc(C(F)(F)F)cc1Cl	3	-5	0	14	-4	-4	-1	7	-1	1
CCCCC(CC)c1nnc(NC(=O)c2cccs2)s1 (stereo not drawn)	0	3	1	-4	7	3	-13	9	-9	-2
O=C(NCc1ccco1)c1cccc(-c2nnc(-c3ccccc3)o2)c1	-4	4	-3	-4	7	-1	-1	-1	4	-17

# A portion from further up:
compound	ASAP1 inh	TDP2 inh	Tn7 DDE FP	ARFGAP1 inhibitor	ADAM10 inh	ADAM17 inh	PLCb3 inh	Tn6 DDE FP	PLC-gamma1 inh	SIAE primary
O=C1CCCCC1C(=O)c1cn(-c2ccc(Cl)c(Cl)c2)nn1 (stereo not drawn)	-5	-5	-4	-11	4	0	8	2	5	-8
Cc1ccccc1S(=O)(=O)Nc1ncc(C(F)(F)F)cc1Cl	3	-5	0	14	-4	-4	-1	7	-1	1
CCCCC(CC)c1nnc(NC(=O)c2cccs2)s1 (stereo not drawn)	0	3	1	-4	7	3	-13	9	-9	-2
O=C(NCc1ccco1)c1cccc(-c2nnc(-c3ccccc3)o2)c1	-4	4	-3	-4	7	-1	-1	-1	4	-17

# Next structures follow.
compound	ASAP1 inh	TDP2 inh	Tn7 DDE FP	ARFGAP1 inhibitor	ADAM10 inh	ADAM17 inh	PLCb3 inh	Tn6 DDE FP	PLC-gamma1 inh	SIAE primary
O=C(C1CCCN(S(=O)(=O)c2cccc3nsnc23)C1)N1CCCCCC1 (stereo not drawn)	-4	-1	1	2	-4	-4	-5	3	1	-7
O=C(Cc1ccc(Cl)cc1)Nc1ccc(CN2CCCCC2)cc1	20	-13	-3	2	1	2	-2	1	4	0
CCOc1ccc(-n2c(=O)c3c4c(sc3n(CC(=O)NCc3ccco3)c2=O)CCC4)cc1	12	4	-3	-4	-3	-2	1	5	2	-65
CC1Cc2ccccc2N1CC(=O)NCc1ccc2c(c1)OCO2 (stereo not drawn)	-8	-7	0	4	9	1	3	-3	3	7
Nc1nnnn1NCc1cccc(OCc2ccccc2)c1	-3	-2	2	1	5	-1	2	1	3	2
CC(C)(C)OC(=O)C(C1NC(C(=O)O)C(C)(C)S1)N1C(=O)c2ccccc2C1=O (stereo not drawn)	-5	-3	-2	-19	-1	-4	4	-10	-1	9
COc1ccc(CN(C)CC(=O)Nc2ccc(Cl)cc2F)c(OC)c1	-16	12	-3	9	-4	-2	-5	-5	1	4
CCOC(=O)C1CCN(c2ncnc3c2oc2ccccc23)CC1	11	9	4	-3	-1	-1	-16	-7	-14	1
COc1ccc(C(=O)CC(=O)C(=O)Nc2cc(OC)ccc2OC)cc1	6	0	3	-2	1	2	-17	-4	1	7
COc1ccc(C(=O)C(C)[n+]2ccc(C)c3ccccc32)cc1[N+](=O)[O-] (stereo not drawn)	11	17	-6	-1	-12	-8	-30	-1	-27	9
COc1ccc(NS(=O)(=O)c2ccc(N3CCOCC3)c(NC(=O)c3ccccc3Br)c2)cc1	-7	8	-1	2	6	0	-5	-1	6	-4
CN(c1ccc(C(=O)NCc2ccccn2)cc1)S(C)(=O)=O	1	-9	3	2	-1	-1	5	2	-3	6

# Record cards, from the list above. Order of screens: ASAP1 inh, TDP2 inh, Tn7 DDE FP, ARFGAP1 inhibitor, ADAM10 inh, ADAM17 inh, PLCb3 inh, Tn6 DDE FP, PLC-gamma1 inh, SIAE primary
# `CN(c1ccc(C(=O)NCc2ccccn2)cc1)S(C)(=O)=O` reads 1, -9, 3, 2, -1, -1, 5, 2, -3, 6
# `O=C(Cc1ccc(Cl)cc1)Nc1ccc(CN2CCCCC2)cc1` reads 20, -13, -3, 2, 1, 2, -2, 1, 4, 0
# `CC(C)(C)OC(=O)C(C1NC(C(=O)O)C(C)(C)S1)N1C(=O)c2ccccc2C1=O` (stereo not drawn) reads -5, -3, -2, -19, -1, -4, 4, -10, -1, 9

# The list goes on:
compound	ASAP1 inh	TDP2 inh	Tn7 DDE FP	ARFGAP1 inhibitor	ADAM10 inh	ADAM17 inh	PLCb3 inh	Tn6 DDE FP	PLC-gamma1 inh	SIAE primary
CCCc1cc(=O)[nH]c(SCC(=O)Nc2ccc(C(=O)Nc3ccccc3OC)cc2)n1	6	-6	-4	-5	4	0	-4	-1	-3	-13
COc1cc(C2NC(=O)NC(O)(C(F)(F)F)C2C(=O)c2ccc(Cl)cc2)ccc1O (stereo not drawn)	-2	-3	-2	0	-4	-1	0	0	-1	5
CCNC(=S)Nc1ccc(NC(=O)c2ccccc2O)cc1	-7	-15	3	9	-69	-23	-16	9	-12	4
Cc1ccc(SC2=C(C(=O)O)CCCC2)cc1	8	18	3	-1	-2	-1	-5	0	-1	6
COc1ccc(S(=O)(=O)Nc2cccc(Cl)c2)cc1OC	-5	-1	4	3	-2	-1	1	5	-1	1
CCC(NS(=O)(=O)c1ccc(C)cc1)C(=O)N1CCOCCOCCOCC1 (stereo not drawn)	-2	-5	2	3	-10	-4	-4	-2	5	4
CC1Cc2cc(S(=O)(=O)N3CCC(C(N)=O)CC3)ccc2N1C(=O)C1CC1 (stereo not drawn)	0	-5	4	7	-1	-3	-3	-4	0	-2
Oc1ccc(NC(=S)N=Nc2c(O)[nH]c3ccccc23)cc1	21	-5	3	12	7	3	6	3	7	19*
Cc1cccnc1NC(=O)CCCN1C(=O)c2ccccc2C1=O	-11	9	3	-1	-4	-2	0	4	1	4
Cc1ccccc1NS(=O)(=O)c1ccc(C(=O)NCC2CCCO2)cc1 (stereo not drawn)	-6	-4	-8	-20	-6	-2	-2	0	-5	5
CC(C)CC1C(=O)N(Cc2cn(Cc3ccco3)nn2)CCS(=O)(=O)N1Cc1ccc(-c2ccc(F)cc2)cc1 (stereo not drawn)	1	2	10	-7	3	5	-4	-2	-3	-17
Cc1cccc(N2C(=O)CC(Sc3nc(C)cc(C)n3)C2=O)c1 (stereo not drawn)	12	-7	-3	12	-3	0	1	-1	4	-6
Cn1nc(-c2ccc(N3CCOCC3)c(NS(=O)(=O)c3ccccc3)c2)c2ccccc2c1=O	1	-6	6	10	1	-1	-2	5	1	-8
COc1ccc(N2CC(C(=O)Nc3nnc(SCC(=O)NCC4CCCO4)s3)CC2=O)cc1 (stereo not drawn)	-3	-1	-3	-9	-9	-4	-10	6	-6	-1
NC(=O)Cc1c[nH]c2cccc(O)c12	2	5	-5	12	0	-1	-1	-6	3	10
NC(=O)C1(N2CCCCC2)CCN(C(=S)Nc2ccc(F)cc2)CC1	5	7	6	0	12	-1	8	8	6	3
CCN(CC)c1ccc(NC(=O)CSc2nc(C3CC3)nc3ccccc23)cc1C	-8	-6	7	-4	-7	-4	-4	1	-2	5
Cc1cc2nsnc2c(S(=O)(=O)N2CCN(C)CC2)c1C	0	-9	-7	0	0	6	1	6	6	5
Cc1ccc(C)n1-c1ccc(C(=O)N2CCC(C(N)=O)CC2)cc1	4	4	7	4	-14	1	-11	-8	-6	7
Cc1ccc(-n2nnnc2SCc2nnc(-c3ccccc3Br)o2)cc1	12	-5	1	7	15	1	-4	0	-2	2
